Screening data deposited in PubChem by National Center for Advancing Translational Sciences (NCATS).
Giardia killer = Small Molecules that selectively kill Giardia lamblia: qHTS; AID 540267, 2011; Giardia lamblia trophozoite viability; activity change, % at 7.66 µM, hits read low; actives 0.15% (n = 340,000); in the data active = activity change below about -80%; inconclusive = between about -30% and that limit;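 also: parasites exposed to compound for two days anaerobically before the ATP read; % is scaled to controls: 0 for no effect and ±100 for the full control effect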
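ATP-content bioluminescence gauges trophozoite survival. Cells (100/well) receive compound and incubate anaerobically for 48 hrs at 37 deg C; detection reagent follows for 15-30 min at room temperature.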
B2AR arrestin = qHTS assay of beta-arrestin-biased ligands of beta2-adrenergic receptor. Beta-2 adrenergic receptor (Homo sapiens), P07550. beta-arrestin recruitment to beta2AR, cell-based reporter. Potency, µM (doses to about 46.1 µM), inactives show top-dose activation, usual class: activators. actives 0.02% (n = 330,000);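 also: potency is read from the fitted curve at half-maximal effect; 0% = DMSO controls and full agonism = EC100 isoproterenol or metaproterenol; nearly all actives have a fitted effect of over 65% in size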
Tb PFK block = qHTS Assay to Find Inhibitors of T. brucei phosphofructokinase; actives 0.17% (n = 330,000); T. brucei PFK, ADP-Glo luminescence; AID 485367, 2010; Potency, µM (highest dose often 57.5 µM), for inactives: at the top dose activity, negative = inhibition, hits mostly inhibitors; ATP-dependent 6-phosphofructokinase (Trypanosoma brucei brucei), O15648;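 also: potency is read from the fitted curve at half-maximal effect; 0% = uninhibited 1x PFK enzyme wells and -100% = no-enzyme wells; nearly all actives have a fitted effect of over 60% in size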
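Luminescent ADP detection (ADP-Glo, two-step: ATP depletion then ADP-to-ATP conversion for luciferase) reported PFK activity after 45 min room-temperature reaction of 1.25 nM enzyme with 0.5 mM F6P and 0.1 mM ATP at pH 8.0.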
FBPA coupling cs = qHTS Assay for Inhibitors of Fructose-1,6-bisphosphate Aldolase from Giardia Lamblia: Coupling assay counterscreen; coupling enzyme system counterscreen, AmpLite Red fluorescence; activity change, negative = inhibition, % at 58.2 µM, hits read low; actives 0.67% (n = 290,000); in the data active = activity change below about -30%; also: % is scaled to controls: 0 for no effect and ±100 for the full control effect
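Fluorescence at 525 nm excitation and 598 nm emission measured inhibition of the coupled detection system without aldolase. Compounds (at 57.5 uM final) were preincubated 10 min at room temperature with coupling enzyme reagent before a 20 min substrate/AmpLite Red step.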
a7 integrin act = qHTS for Activators of Integrin-Mediated Alleviation for Muscular Dystrophy; alpha7betagal myoblasts, beta-gal FDG fluorescence, 48 h; Potency, µM (top dose mostly 38.3 µM), without a hit: at the highest dose activation, usual class: activators; actives 0.064% (n = 350,000);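 also: potency is read from the fitted curve at half-maximal effect; 100% = response of the positive control SU9516; nearly all actives have a fitted effect of over 60% in size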
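Alpha7betagal+/- myoblasts (passage 13) were plated 16-24 hr, then exposed to compounds (1:260 dilution of DMSO stock) for 48 hours at 37C. After MPER lysis, β-galactosidase reporter activity was read as FDG fluorescence (ex 480/em 540) after 30 minutes.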
S-ASM inh = Inhibitors of Secretory Acid Sphingomyelinase (S-ASM): qHTS. Sphingomyelin phosphodiesterase (Homo sapiens), P17405. placental ASM, HMU-PC fluorogenic substrate, 60 min. Potency, µM (top dose mostly 57.5 µM), inactives show top-dose activity change, negative = inhibition, most hits filed as inhibitors. actives 0.006% (n = 340,000); also: potency is read from the fitted curve at half-maximal effect
Target sequence (P17405 47-631 limits assumed): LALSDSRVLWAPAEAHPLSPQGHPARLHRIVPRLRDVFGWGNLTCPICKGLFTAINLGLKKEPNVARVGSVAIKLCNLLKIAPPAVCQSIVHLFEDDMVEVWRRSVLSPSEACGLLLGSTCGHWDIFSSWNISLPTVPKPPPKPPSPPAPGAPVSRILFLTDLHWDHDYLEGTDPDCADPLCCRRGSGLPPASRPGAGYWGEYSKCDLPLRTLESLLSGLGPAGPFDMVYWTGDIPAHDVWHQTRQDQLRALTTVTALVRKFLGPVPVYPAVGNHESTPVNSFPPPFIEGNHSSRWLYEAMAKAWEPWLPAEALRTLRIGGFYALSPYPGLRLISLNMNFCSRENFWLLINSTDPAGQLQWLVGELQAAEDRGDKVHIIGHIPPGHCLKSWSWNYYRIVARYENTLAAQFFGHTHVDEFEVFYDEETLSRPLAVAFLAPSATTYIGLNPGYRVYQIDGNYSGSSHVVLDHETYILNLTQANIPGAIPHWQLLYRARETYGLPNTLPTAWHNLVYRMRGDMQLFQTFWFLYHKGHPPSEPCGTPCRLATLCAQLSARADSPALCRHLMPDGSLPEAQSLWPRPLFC
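qHTS format. ASM enzyme prepared from human placenta hydrolyses the fluorogenic substrate HMU-PC0 (9 uM final) over 60 min at 37 °C after a 10 min compound preincubation.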
TSG101-PTAP inh = qHTS Assay for Iinhibitors of HIV-1 Budding by Blocking the Interaction of PTAP/TSG101. Tumor susceptibility gene 101 protein (Homo sapiens), Q99816. Fluorescence polarization, FITC-PTAP peptide / Tsg101 binding. Potency, µM (series often up to 115 µM), for inactives: at the highest dose activity change, negative = inhibition, most hits filed as inhibitors. 340,000 tested, under 10 active; active = well fitted inhibition curve with a large enough effect in the main read-out, with a control signal flat, not every such curve was filed as active; inconclusive = small, poorly fitted or top-dose-only effect, or effect the other way, or a change in a side signal; inactive = no such curve, though single readings can be large or run the other way; also: potency is read from the fitted curve at half-maximal effect; % of control where 0% means no effect
Target sequence (Q99816 whole entry, looked up): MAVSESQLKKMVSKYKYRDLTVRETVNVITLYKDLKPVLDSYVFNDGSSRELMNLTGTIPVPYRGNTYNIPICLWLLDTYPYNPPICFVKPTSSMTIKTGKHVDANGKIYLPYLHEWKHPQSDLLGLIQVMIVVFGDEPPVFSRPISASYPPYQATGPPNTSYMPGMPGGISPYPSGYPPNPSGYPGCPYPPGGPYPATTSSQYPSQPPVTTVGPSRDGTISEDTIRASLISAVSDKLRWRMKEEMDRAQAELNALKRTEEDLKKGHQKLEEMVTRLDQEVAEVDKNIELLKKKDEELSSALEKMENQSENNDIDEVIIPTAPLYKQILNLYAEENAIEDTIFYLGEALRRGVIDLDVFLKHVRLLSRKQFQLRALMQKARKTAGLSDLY
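Steps: Tsg101 binding domain dispensed (10 uM final), compounds pinned in DMSO, FITC-labeled PTAP-motif peptide added (50 nM final); after 20 min binding at room temperature, polarization measured.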
GALK inhibitor = qHTS Assay for Inhibitors of Human Galactokinase (GALK). P51570. Purified GALK, Kinase-Glo residual ATP luminescence. Potency, µM (doses to about 57.5 µM), for the others: at the highest dose activity change, negative = inhibition, usual class: inhibitors. actives 0.007% (n = 270,000). AID 1868, 2009; also: potency is read from the fitted curve at half-maximal effect; % is scaled to controls: 0 for no effect and ±100 for the full control effect
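ATP-depletion format; final 35 uM ATP, 100 uM D-galactose, 5 nM enzyme; pH 8.0 HEPES/Mg2+ buffer; 60 min RT; luminescence read 10 min after detection reagent.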
Chronic BCR inh = qHTS Assay to Find Inhibitors of Chronic Active B-Cell Receptor Signaling | actives 0.05% (n = 340,000) | ABC-DLBCL IkBa-CBG/CBR reporter, luminescence ratio, 4 h | Potency, µM (highest dose often 46.1 µM), for the others: at the highest dose ratio change, negative = lower green/red ratio, hits mostly inhibitors; active = well fitted inhibition curve with a large enough effect in the signal ratio, with a control signal flat, not every such curve was filed as active; inconclusive = small, poorly fitted or top-dose-only effect, or effect the other way, or a change in a side signal; the % refers to the signal ratio;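 also: potency is read from the fitted curve at half-maximal effect; plate controls were basal doxycycline-induced cells for no effect and cells given 10 µM MG132 for full effect; MG132 reads +100%, hits lower the ratio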
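Concentration-response series (up to 46 uM) were applied to TMD8 dual-reporter cells for 4 h at 37C with doxycycline. Green/red ratio, after filter-overlap correction, defined %Activity; red signal alone was normalised to basal cells and zero luminescence.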
PKM2 activator = qHTS Assay for Activators of Human Muscle isoform 2 Pyruvate Kinase | actives 0.34% (n = 260,000) | purified PKM2, Kinase-Glo ATP luminescence, activation; response scale: 0% is enzyme alone, no compound | Potency, µM (series often up to 57.5 µM), without a hit: top-dose activation, most hits filed as activators | AID 1631, 2009 | Pyruvate kinase PKM (Homo sapiens), P14618; also: potency is read from the fitted curve at half-maximal effect; % is scaled to controls: 0 for no effect and ±100 for the full control effect; nearly all actives have a fitted effect of over 55% in size
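Purified hPK-M2 (>95%) run at intermediate activity with 0.1 mM ADP and 0.5 mM PEP in 50 mM imidazole pH 7.2, KCl, MgCl2; 1 h room temperature. ATP formed read by Kinase-Glo luminescence; normalized to uninhibited and no-enzyme controls.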
Menin MLL FP TR = qHTS Assay for Inhibitors Targeting the Menin-MLL Interaction in MLL Related Leukemias: Competition With Texas Red Labeled MLL-derived Mutant Peptide; O00255; Menin + Texas Red MLL mutant peptide, fluorescence polarization; Potency, µM (highest dose often 61.6 µM), without a hit: at the top dose FP activity change, negative = inhibition, actives largely listed as inhibitors; actives 0.23% (n = 270,000); active = well fitted inhibition curve with a large enough effect in the polarisation, with a control signal flat, not every such curve was filed as active; inconclusive = small, poorly fitted or top-dose-only effect, or effect the other way, or a change in a side signal; inactive = no such curve, though single readings can be large or run the other way; the % refers to the polarisation; also: potency is read from the fitted curve at half-maximal effect; % of control where 0% means no effect; many of its hits are not listed in these tables
* marks the source's active call; other numbers are inactive results; ? = inconclusive; · = not tested or not shown; [ ] = another dose, or the depositor's remark. Unless noted, calls follow the shape of the dose curve; as a rule, active = well fitted curve in the direction sought with a large enough effect; inconclusive = small, poorly fitted or top-dose-only effect, or another doubt; inactive = no such curve, though single readings can be large; an effect the other way counts as inactive or inconclusive. These rows are one share of the data; the hit share may differ from the screen's.

canonical_smiles | Giardia killer | B2AR arrestin | Tb PFK block | FBPA coupling cs | a7 integrin act | S-ASM inh | TSG101-PTAP inh | GALK inhibitor | Chronic BCR inh | PKM2 activator | Menin MLL FP TR
C=CCn1c(COc2ccccc2)nnc1SC(C)C(=O)N/N=C/c1cc(Cl)ccc1O (centres undefined) | 12 | 0.4% | -11% | 5 | 9% | 10% | 2% | 1% | 0% | -1% | 19%
C/C(=C\c1ccc(Cl)cc1)C(=O)c1c(C)cc(C)[nH]c1=O | -9 | -0.2% | -3% | 0 | -29% | -3% | -7% | 1% | -7% | 8% | 0%
CCOc1ccc(/C=C/C(=O)NC2CCCCC2)cc1 | 9 | -0.4% | -3% | 0 | -11% | 0% | -2% | -2% | ? | 0% | 7%
Clc1ccccc1/C=C/c1nc(-c2cccnc2)no1 | -12 | -0.5% | -9% | 3 | 17% | -1% | -1% | -2% | -3% | -3% | ·
CN(Cc1ccccc1)S(=O)(=O)c1cc2c3c(c1)CCN3C(=O)CC2 | 0 | 12% | 3% | · | -8% | 1% | -3% | · | ? | · | ·
C=CCC(C(=O)OC)(C(=O)OC)c1ccc(C(F)(F)F)cc1[N+](=O)[O-] | -18 | -0.4% | -1% | 0 | 23% | 4% | -5% | 5% | 8% | -8% | -6%
Cc1cc(C(=O)Nc2nccs2)c2cc(F)ccc2n1 | -9 | -0.4% | 2% | 2 | 24% | -1% | 1% | · | 14% | -1% | ·
CCN(CC)C(=S)NC(=O)c1cc(OC)c(OC)c(OC)c1 | 9 | -0.2% | -5% | -4 | 3% | 1% | 1% | 8% | -12% | 4% | -3%

Laid out differently: results already given
smiles: CCOc1ccc(/C=C/C(=O)NC2CCCCC2)cc1
  Giardia killer: 9
  B2AR arrestin: -0.4%
  Tb PFK block: -3%
  FBPA coupling cs: 0
  a7 integrin act: -11%
  S-ASM inh: 0%
  TSG101-PTAP inh: -2%
  GALK inhibitor: -2%
  Chronic BCR inh: ?
  PKM2 activator: 0%
  Menin MLL FP TR: 7%
smiles: Clc1ccccc1/C=C/c1nc(-c2cccnc2)no1
  Giardia killer: -12
  B2AR arrestin: -0.5%
  Tb PFK block: -9%
  FBPA coupling cs: 3
  a7 integrin act: 17%
  S-ASM inh: -1%
  TSG101-PTAP inh: -1%
  GALK inhibitor: -2%
  Chronic BCR inh: -3%
  PKM2 activator: -3%
  Menin MLL FP TR: ·

The results go on:
canonical_smiles | Giardia killer | B2AR arrestin | Tb PFK block | FBPA coupling cs | a7 integrin act | S-ASM inh | TSG101-PTAP inh | GALK inhibitor | Chronic BCR inh | PKM2 activator | Menin MLL FP TR
Cc1ccc(SCCCCN2CCOCC2)cc1 | 8 | -0.3% | 2% | 3 | -15% | 4% | 2% | -3% | 5% | -3%[11.5 µM] | -13%
CC1=NN(C(N)=S)C(=O)C1N=Nc1ccc([N+](=O)[O-])cc1 (centres undefined) | -13 | 7.1µM* | 4% | 1 | -18% | -12% | -1% | 8% | ? | · | ?
COc1ccc(CNC(=O)[C@@H](NC(=O)C2CCN(C(=O)[C@@H]3CCCN3C(=O)OC(C)(C)C)CC2)C(C)C)cc1 | 13 | -0.7% | -5% | 3 | -5% | -1% | 3% | · | ? | 1% | 33%[activator]
CN1CCN(S(=O)(=O)c2ccc3c4c(cccc24)C(=O)N3)CC1 | -18 | -0.1% | 1% | 0 | -8% | 271%[activator] | -3% | 4% | 3% | -1% | 5%
CCCOc1ccc(NC(=O)C2CC(=O)N/C(=N/N=C(C)/C=C/c3ccc(N(C)C)cc3)S2)cc1 (centres undefined) | 7 | 0.4% | 1% | -5 | -15% | 3% | 1% | 1% | -8% | -4% | ?
c1ccc2c(c1)NC(CN1CCOCC1)CO2 (centres undefined) | -3 | 0.0% | 0% | 0 | 26% | 3% | -1% | 0% | 3% | 1% | -8%
CC(=O)N1CCN(C(=O)COC(=O)COc2ccc(C#N)cc2)CC1 | 14 | 0.2% | 3% | · | -3% | 0% | -5% | · | 0% | · | ·
CC(C)Nc1nc(NNc2nc(Cl)nc(NC(C)(C)C)n2)nc(NC(C)C)n1 | ? | -0.3% | -1% | 0 | 8% | -2% | -7% | -1% | ? | 5% | ·
CC(C)Cc1nc(Nc2ccccc2C#N)c2nnn(Cc3ccccc3)c2n1 | 14 | 4.4% | 0% | -3 | -23% | -4% | 1% | 3% | 6% | -1% | 19%
COCCNC(=O)CCCn1c(=O)c2ccccc2n(Cc2cccc([N+](=O)[O-])c2)c1=O | 36[activator] | -0.1% | 3% | 0 | -15% | -1% | -1% | -3% | 3% | -3% | 3%
CCn1nc(C)c(CN2CCCC(CO)(Cc3cccc(Cl)c3)C2)c1C (centres undefined) | 1 | -0.1% | 0% | -1 | -31% | 7% | -2% | 12% | -18% | 2% | -9%
Cc1cc(C)n2nc(SCCOc3ccccc3)nc2n1 | 21 | 0.4% | 5% | 3 | 20% | 0% | -6% | 1% | 17% | -7% | -1%
CC(C)(C)NC(=O)NC(=O)COC(=O)c1cc(=O)[nH]c2ccccc12 | -13 | 0.2% | -1% | 4 | 8% | 14% | -3% | -1% | -3% | -4% | 1%
CCC(CC)=NNc1ccc([N+](=O)[O-])cc1[N+](=O)[O-] | 10 | -0.1% | 3% | 0 | 33% | -3% | 0% | 13% | -4% | -6% | -6%
CCCCn1c(SCC(=O)Nc2ccc(C)c(S(=O)(=O)N3CCOCC3)c2)nnc1C(CC)N(C)C (centres undefined) | 3 | 3.4% | 0% | · | -11% | 0% | 1% | · | -2% | · | ·
COc1cc(Cl)cc(NC(=O)CCN2CCN(C)CC2)c1 | 22 | -0.4% | -2% | 0 | 6%[7.66 µM] | -2% | -5% | 1% | 3% | -5% | 3%
Cc1c2cnn(-c3ccccc3)c(=O)c2c(C)n1CCCC(=O)N1CCN(C)CC1 | 6 | -0.6% | -4% | 2 | -5% | 2% | -3% | 1% | ? | -4% | -12%
O=S(=O)(Nc1nc2ccccc2s1)c1ccc(Cl)nc1 | -7 | 5.3% | 0% | 10 | -47%[inhibitor] | -1% | -9% | 0% | 19% | -5% | ·
CCC1CN(C(=O)NCc2ccc(F)cc2)c2ccccc2O1 (centres undefined) | 14 | -0.2% | 1% | -2 | 5% | 2% | 1% | · | 3% | · | ?
CN(C)c1ccc(/C=C/C(=O)c2ccc3c(c2)OCO3)cc1 | -27 | 0.2% | 1% | · | -2% | 55%[activator] | ? | · | -14% | · | ·
O=C(c1cc2cc(F)ccc2[nH]1)N(Cc1cccnc1)CC1CCCN(C2CCCCC2)C1 (centres undefined) | 10 | -0.1% | 1% | · | -54%[inhibitor] | 5% | -3% | -2% | -14% | · | ·
Cc1ccc(S(=O)(=O)N2CCCC2)cc1C(=O)NCCN1CCOCC1 | -16 | -0.7% | 9% | · | 15% | 5% | -2% | -8% | 3% | 3% | ·
COc1cc(/C=C(/NC(=O)c2ccccc2Cl)C(=O)O)cc(OC)c1OC | -3 | -0.1% | 8% | -2 | 26% | 0% | -4% | -3% | 0% | 4% | -1%
C=CCn1c(SCC(=O)Nc2cc(OC)c(NC(=O)c3ccco3)cc2OC)nnc1-c1ccncc1 | -7 | 0.0% | 0% | 2 | -1% | 2% | -1% | 0% | 14% | 1% | 21%
COc1ccc(NC(=O)CC(C)c2ccccc2)c([N+](=O)[O-])c1 (centres undefined) | -18 | 0.1% | -2% | -3 | -21% | -4% | 1% | -1% | ? | 2% | -6%
COc1ccc(N2CCN(CCNS(=O)(=O)c3cccc4nsnc34)CC2)cc1 | -8 | 0.0% | 0% | 1 | -19% | -1% | -9% | -2% | -2% | 1% | -8%
